Source: PubChem BioAssay
SIAE inh – human SIAE inhibitors, primary screen, biochemical, fluorescence polarization, FP-Rh probe, 1536-well HTS; 0.69% of 370,000 active; AID 1053197, 2014; Sialate O-acetylesterase (Homo sapiens), Q9HAT2; inhibition, % at 9.66 µM; SIAE FP-Rh probe binding;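 active means inhibition above a cutoff: mean of compounds within the control limits plus 3 SD of those, cut at about 17% in these data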;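 further: 0% = plate median of compound wells and 100% = probe without SIAE protein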
Target sequence (Q9HAT2 whole entry, looked up): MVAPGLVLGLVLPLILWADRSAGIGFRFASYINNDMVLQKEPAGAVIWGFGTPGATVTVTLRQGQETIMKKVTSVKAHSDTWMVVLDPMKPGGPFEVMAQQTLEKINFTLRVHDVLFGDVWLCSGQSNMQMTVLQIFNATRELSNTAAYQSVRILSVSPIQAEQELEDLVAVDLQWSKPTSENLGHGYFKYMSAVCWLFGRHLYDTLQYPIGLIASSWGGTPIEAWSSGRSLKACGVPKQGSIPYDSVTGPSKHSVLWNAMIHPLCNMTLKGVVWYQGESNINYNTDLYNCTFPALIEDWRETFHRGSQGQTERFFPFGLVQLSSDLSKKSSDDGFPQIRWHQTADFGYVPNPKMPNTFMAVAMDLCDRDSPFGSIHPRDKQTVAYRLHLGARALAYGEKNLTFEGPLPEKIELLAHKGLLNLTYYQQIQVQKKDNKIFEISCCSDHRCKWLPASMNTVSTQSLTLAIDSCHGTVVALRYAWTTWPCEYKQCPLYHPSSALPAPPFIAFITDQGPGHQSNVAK
mABHD4 FP – ABHD4 inhibitors, primary screen, biochemical, fluorescence polarization, mouse; purified mABHD4, FP-Rh probe fluorescence polarization; inhibition, % at 8.92 µM; 0.54% of 370,000 active; (Lyso)-N-acylphosphatidylethanolamine lipase (Mus musculus), Q8VD66;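 active means inhibition exceeding the mean over every tested compound plus 3 SD, cut at about 30% in these data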;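 further: 0% = plate median of compound wells and 100% = S159A mutant with DMSO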
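Material: mouse ABHD4 enzyme, wild type; Benchmarks: S159A mutant high control, sample median low control; Buffer or medium: HEPES pH 7.0, NaCl, Pluronic buffer; Signal: fluorescence polarization; Read-out: percent inhibition of probe binding, normalized to plate controls; Timing: pre-incubation 45 min, probe exposure 60 min, at 25 °C; Dosing: 8.92 µM, single dose.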
TCR-CD3 inh – inhibitors of human TCR-CD3 interaction, primary screen, biochemical, fluorescence, TAMRA-labeled TCR probe. 0.37% of 360,000 active. inhibition, % at 9.4 µM. T-cell receptor (TCR); in the data active means inhibition above about 19%;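 further: recombinant mutant TCR 2C K166C tagged with TAMRA read by polarization; 0% = receptor in buffer alone and 100% = receptor with positive control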
PRMT1 FP inh – PRMT1 methyltransferase inhibitors, primary screen, biochemical, fluorescence polarization | AID 652257, 2013 | inhibition, % at 2.79 µM | 1.3% of 370,000 active | recombinant PRMT1, activity-based probe fluorescence polarization;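 active means inhibition above about 21% made by adding two undisclosed values, limit read from the data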
NPR2 activator – human GC-B receptor activators, primary screen, HEK293 GC-B cells, cGMP TR-FRET, EC30 CNP; Atrial natriuretic peptide receptor 2 (Homo sapiens), P20594; 0% at EC30 CNP, 100% saturating CNP; activation, % at 10 µM; 0.11% of 370,000 active;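 active means activation at 10 µM reaching about 35% in either raw or pattern-adjusted values, limit read from the data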
rCAG RNA binder – binders of r(CAG) RNA repeats, primary screen, biochemical, fluorescence | r(CAG) RNA repeat, TO-PRO-1 dye displacement fluorescence | inhibition, % at 3 µM | 1.3% of 370,000 active;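 active means inhibition above the plate cutoff, the mean of all test compounds on that plate plus 3 SD, cut at about 35% in these data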;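 further: 0% = DMSO alone and 100% = 100 µM mitoxantrone as full dye displacement; higher means more dye released from RNA so lower well fluorescence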
GC-A act – GC-A stimulated cGMP production enhancers – HEK293 GC-A cells, cGMP TR-FRET, EC30 ANP, primary screen; Atrial natriuretic peptide receptor 1 (Homo sapiens), P16066; 0% at EC30 ANP, 100% saturating ANP; activation, % at 10 µM; 0.14% of 370,000 active; AID 1671463, 2021; in the data active means activation above about 40%
MBD2 DNA inh – inhibitors of MBD2 binding to methylated DNA, primary screen, biochemical, TR-FRET, DNA-binding domain, human | MBD2 binding to methylated oligonucleotide | inhibition, % at 4.4 µM | 0.31% of 370,000 active | Methyl-CpG-binding domain protein 2 (Homo sapiens), Q9UBB5; in the data active means inhibition above about 13%
Target sequence (Q9UBB5 whole entry, looked up, the tested form may be a part): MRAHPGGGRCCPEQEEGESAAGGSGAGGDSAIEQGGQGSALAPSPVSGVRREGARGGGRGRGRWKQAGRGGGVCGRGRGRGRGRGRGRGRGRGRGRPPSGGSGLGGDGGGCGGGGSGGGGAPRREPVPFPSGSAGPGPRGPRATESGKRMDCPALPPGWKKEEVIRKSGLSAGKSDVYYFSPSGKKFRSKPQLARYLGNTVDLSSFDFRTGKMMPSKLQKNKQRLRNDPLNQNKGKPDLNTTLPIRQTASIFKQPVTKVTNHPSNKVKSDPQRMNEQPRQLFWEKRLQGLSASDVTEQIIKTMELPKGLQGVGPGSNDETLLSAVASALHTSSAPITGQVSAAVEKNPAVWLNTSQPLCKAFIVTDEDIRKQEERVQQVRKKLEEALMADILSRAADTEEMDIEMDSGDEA
UHRF1 binding – UHRF1 methylated DNA binding inhibitors, primary screen, counter-screen for MBD2 inhibitor project, biochemical, TR-FRET, human UHRF1, single concentration; E3 ubiquitin-protein ligase UHRF1 (Homo sapiens), Q96T88; UHRF1 binding to methylated oligo; inhibition, % at 4.4 µM; 0.75% of 370,000 active; in the data active means inhibition above about 21%;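 further: UHRF1 SRA domain binding a hemimethylated CpG hairpin DNA probe; 0% = median of test compound wells and 100% = reference inhibitor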
HTRA1 inhibitor – HTRA1 serine protease inhibitors, primary screen, biochemical, fluorescence polarization, HTS; 0.5% of 340,000 active; AID 504803, 2011; recombinant HTRA1, FP-rhodamine activity-based probe; inhibition, % at 5.96 µM; in the data active means inhibition above about 36%;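 further: 0% = enzyme with DMSO and 100% = wells lacking enzyme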
Active calls of the source: *; nt = not tested or not shown. Only part of the results is shown, so the mix of outcomes need not match the whole.

SMILES	SIAE inh	mABHD4 FP	TCR-CD3 inh	PRMT1 FP inh	NPR2 activator	rCAG RNA binder	GC-A act	MBD2 DNA inh	UHRF1 binding	HTRA1 inhibitor
Nc1nc(C2CC2)c(Sc2sc(N)nc2C2CC2)s1	2	-2	1	3	1	-5	0	-1	-1	8
O=C(CN1CCN(CC(=O)Nc2ccc(-c3ccccc3)cc2)CC1)Nc1ccc(F)cc1	-5	6	-8	3	0	-10	-1	0	1	3
COc1ccc(C(CNC(=O)c2ccc(Cl)s2)N2CCOCC2)cc1 (stereo unspecified)	-2	7	8	-2	-2	-6	-8	-2	-2	3
CC1(C)CC(=O)C2=C(C1)Nc1[nH]n(-c3ccccc3)c(=O)c1C2c1ccc2c(c1)OCO2 (stereo unspecified)	4	14	7	3	-7	13	-2	-4	-12	7
O=c1c2ccccc2ncn1-c1ccc(Cl)c(Cl)c1	-2	-1	7	-1	4	1	0	-7	0	0
Cc1ccc2nc(-c3ccc(NC(=O)Cc4cccs4)cc3)[nH]c2c1	-10	-11	0	-2	9	13	4	2	5	-14
O=C(CN1CCN(CCC(=O)Nc2ccccc2F)CC1)Nc1ccc(Cl)cc1	1	0	-10	-4	0	-10	2	3	7	-12
O=C(OCCCc1ccncc1)c1ccc(S(=O)(=O)N2CCOCC2)cc1	6	-2	2	4	0	-7	2	3	16	2
O=C(CSc1nnc2c(n1)[nH]c1ccccc12)Nc1ccc(N2CCOCC2)cc1	0	3	-7	9	-6	7	-2	-3	-3	-2
C/C(CC(=O)NCc1ccco1)=N\NC(=O)c1ccc([N+](=O)[O-])cc1Cl	2	-5	0	-1	5	4	2	-3	-8	-6
CCOC(=O)C1CCCN(C(=O)CNS(=O)(=O)c2ccc(Br)s2)C1 (stereo unspecified)	-3	5	8	0	2	-4	1	-10	-4	6
Cc1cccc(NC(=O)CN2C(=O)S/C(=C\c3ccc(-c4cccc(C(=O)O)c4C)o3)C2=O)c1	-15	5	-2	9	3	15	-4	1	4	nt
O=C(Nc1cccnc1)Nc1ccccc1Cl	2	-2	2	-1	-1	-1	0	-4	-3	4
O=C(O)c1ccc(S(=O)(=O)N2CCC(Cc3ccccc3)CC2)cc1	4	3	14	-2	2	9	5	1	-1	1
CCc1cc(C)cc(OCCNC(=O)c2cncc(Br)c2)c1	-1	0	-4	-1	-4	-3	-3	6	-1	-17
CCNC(=O)C1(C)CCN(C(=O)c2c(F)ccc(C)c2F)C1 (stereo unspecified)	0	2	1	5	-2	1	0	3	0	nt
O=C(CSc1ccc([N+](=O)[O-])cc1)Nc1cccc(S(=O)(=O)N2CCOCC2)c1	-4	-1	-6	5	-2	6	3	1	-1	-11
COc1ccc(C(=O)N2CCC(C)(C(=O)NS(=O)(=O)C3CC3)C2)cc1 (stereo unspecified)	6	0	1	0	2	2	2	-4	-2	nt
Cc1cc(C)nc(SCC(=O)OC(C)C(=O)Nc2ccccc2)n1 (stereo unspecified)	-2	6	7	-4	-2	-7	-3	-3	0	3
O=C(CNC(=O)c1ccc2c(c1)OCCO2)N/N=C/c1cccc(Br)c1	14	-6	5	-1	-20	6	-5	0	-5	-9
CCOC(=O)/C(C#N)=C/c1ccc(N2CCN(C)CC2)cc1	3	3	-3	0	2	-3	0	-4	-3	-1
CC(C)(C)N1CC23C=CC(C[C@@H]2C1=O)O3 (stereo partly specified)	2	0	4	-2	3	5	2	1	-3	3
O=C(NCCCN1CCOCC1)c1ccc(S(=O)(=O)Nc2cccc(C(F)(F)F)c2)cc1	0	0	-4	3	2	2	1	1	4	4
O=C(O)c1nccnc1C(=O)Nc1ccc(S(=O)(=O)N2CCOCC2)cc1	-7	4	-6	5	7	-1	0	-5	0	12
O=C(CSc1nnc2ccccn12)Nc1ccccc1C(=O)NC1CC1	-3	5	8	-2	7	2	0	-2	-3	6
CCC[C@@H](CN1CCC[C@H]1CN1C(N)=NC[C@H]1C(C)C)N1C[C@@H]([C@H](C)CC)N(CCCC2CCCC2)C1=N	12	20	-7	0	3	7	0	3	-1	2
O=C(COC(=O)c1ccc(-n2cnnn2)cc1)Nc1cc(Cl)ccc1F	-8	-7	1	-1	-2	6	0	1	0	-14
Cc1ccc2oc(=O)cc(CN3CCCCC3)c2c1	5	-1	-3	0	2	-2	-4	-4	0	3
COC(=O)c1cnn(-c2nc(OC)cc(OC)n2)c1C	5	2	-4	-1	2	-1	1	-1	0	7
Cn1cccc1-c1nc2ccc(NC(=O)c3ccccc3)cc2[nH]1	-7	9	-1	0	4	2	4	-5	2	-1
N=c1n(Cc2ccccc2)c2ccccc2n1CC(O)COc1ccc(Cl)cc1Cl (stereo unspecified)	1	9	7	1	-17	15	-43	3	1	-23
CC(=O)c1ccc(NS(=O)(=O)c2c(C)cc(C)cc2C)cc1	5	-1	2	-2	2	2	-5	-2	0	-8
O=C(O)c1ccccc1C(=O)Nc1ccc(Br)c2cccnc12	0	2	-2	1	4	1	-3	-5	-4	-3
COC(=O)c1c(S(=O)(=O)NCc2ccccc2)sc(C(=O)O)c1C	8	0	-4	4	4	3	2	7	3	1
COc1cccc(-c2nn(-c3ccccc3)cc2/C=C(/NC(=O)c2ccccc2)C(=O)O)c1	11	6	8	-9	6	38*	-3	0	-2	-13
N#Cc1ccccc1S(=O)(=O)N1CCN(c2nc(-c3ccccc3)nc3ccccc23)CC1	2	0	9	-4	-1	6	-5	-8	-1	-3
CCOC(=O)c1nn(C)c2[nH]c(=O)n(C)c(=O)c12	-2	-1	-2	-3	7	3	4	-7	1	4
O=C1CCCN1CCCN=c1c([N+](=O)[O-])nn(-c2ccc(Cl)cc2)n1O	1	1	-9	3	4	-3	-1	-3	-4	-5
Cc1cccc(S(=O)(=O)NC(=O)C2(C)CCN2C(=O)CCC2CCCC2)c1 (stereo unspecified)	7	1	0	-1	2	6	2	-1	-1	nt
CC1(C(=O)NS(=O)(=O)C2CC2)CCN(C(=O)c2cccc(Cl)c2)C1 (stereo unspecified)	-3	4	2	-1	-4	1	-2	1	1	nt
CCc1nc2c(OCc3ccc(C(F)(F)F)cc3)cccn2c1N(C)C(C)=O	0	-8	-10	9	1	-3	-2	6	2	nt
COc1ccc(-c2cc(=O)oc3c(C)c(OC(C)C(=O)NCc4ccccn4)ccc23)cc1 (stereo unspecified)	-5	-1	-2	13	10	-1	7	-1	0	20
CCC(=O)NCCCc1nc2ccccc2n1Cc1ccccc1F	-7	3	-3	0	3	-4	4	0	-3	5
Cc1nn(Cc2ccc(F)cc2)c(Cl)c1/C=N/NC(=O)c1ccccc1	0	-4	6	0	13	-2	1	-2	-2	-8
CCC(C)NC(=O)NCc1ccccc1F (stereo unspecified)	5	1	7	1	5	-1	-3	5	2	1
O=C(O)CSc1ncnc2sc(-c3ccccc3)cc12	-5	-8	-10	-1	-6	5	4	-6	-4	-4
Cn1c(=O)oc2cc(S(=O)(=O)N3CCCCC3)ccc21	1	0	-2	7	-3	-2	3	-2	-1	2
O=C(CN1CCN(S(=O)(=O)c2ccccc2)CC1)Nc1ccc(Cl)c(Cl)c1	-7	-10	-2	4	-4	1	1	6	3	-18
N#CC1C(=N)Cc2ccccc2-c2ccccc21 (stereo unspecified)	-4	-8	1	1	-11	2	-24	-5	-2	-12
CCC(C)NC(=O)C1=C(C)C(=O)OC12CCC(C)CC2 (stereo unspecified)	-2	-9	2	-1	-1	-1	3	2	2	-7
CC(C)CN(C(=O)CCNC(=O)c1ccccc1Cl)C1CCS(=O)(=O)C1 (stereo unspecified)	3	0	-2	1	3	0	4	4	1	-1
CC(=O)c1ccc(S(=O)(=O)N2CCn3cccc3C2C)cc1 (stereo unspecified)	1	-1	2	4	6	6	2	5	0	-6
CC12CCC(C(=O)NNc3ccc([N+](=O)[O-])cc3)(CC1=O)C2(C)C (stereo unspecified)	4	1	9	0	-3	0	-2	-2	-4	1
COC(=O)CSc1snnc1-c1ccc(Cl)cc1Cl	3	-1	1	2	0	0	-5	8	4	0
CC1CCCN(S(=O)(=O)c2csc(C(N)=O)c2)C1 (stereo unspecified)	-1	1	0	1	6	-1	0	-6	-1	4
N#Cc1cc2ccccc2n2nnnc12	3	-1	-1	1	6	1	4	1	0	-4
O=C1c2ccccc2C(=O)c2c1oc(C(F)(F)F)c2C(=O)c1ccccc1	10	-1	8	1	1	1	-3	-6	1	15
O=C(Nc1nnc([C@@H]2C[C@H](O)[C@@H](CO)O2)s1)c1cccc(OC(F)(F)F)c1	4	-6	5	6	-1	0	-3	7	4	nt
CC(C)c1cc(C(C)C)c(S(=O)(=O)N2CCC(C(=O)NCC3COCCO3)CC2)c(C(C)C)c1 (stereo unspecified)	-1	-6	nt	1	-8	4	0	0	-2	nt
CCNC(=O)Nc1ccc(S(=O)(=O)Nc2cnc(C)nc2C)cc1	7	-2	0	1	-1	-1	1	-1	-1	-6
More records follow.
SMILES	SIAE inh	mABHD4 FP	TCR-CD3 inh	PRMT1 FP inh	NPR2 activator	rCAG RNA binder	GC-A act	MBD2 DNA inh	UHRF1 binding	HTRA1 inhibitor
COc1ccc(C(=O)NCC2CCCN2S(=O)(=O)c2cccs2)cc1 (stereo unspecified)	10	3	10	3	2	1	2	-5	-3	-2
CC(=O)[C@@]1(O)CC[C@H]2[C@@H]3CCC4=CC(=O)CC[C@]4(C)[C@H]3CC[C@@]21C	-4	-6	5	-3	2	0	0	-6	-1	0
Cc1cccc(NC(=S)N/N=C/c2cccn2Cc2ccc(F)cc2)c1	7	1	-4	10	-1	15	-8	8	7	-3
CCc1cccc(NC(=S)N(CCCN2CCOCC2)C(C)c2cc3cccc(OC)c3o2)c1 (stereo unspecified)	-4	2	-4	1	-4	2	-5	1	-1	-4
COc1ccc(S(=O)(=O)n2oc(=O)cc2-c2ccccc2)cc1OC	-15	7	2	-1	-2	1	-1	-6	0	-5
COc1ccc(-c2cc(C(=O)Nc3ccc(NC(C)=O)cc3)[nH]n2)c(C)c1	-3	-1	3	0	-6	2	-5	1	1	nt
CCCCN(CC(=O)NC1CC1)S(=O)(=O)c1ccc(OCC)cc1	-5	-2	3	-2	-1	0	-2	2	2	-2
Cn1c(=O)c2c(SCC(=O)NCc3ccco3)nc(-c3ccccc3Cl)nc2n(C)c1=O	-20	-5	8	3	9	10	6	0	1	-8

Some entries already given, reduced to UHRF1 binding.
SMILES,UHRF1 binding
CCc1cccc(NC(=S)N(CCCN2CCOCC2)C(C)c2cc3cccc(OC)c3o2)c1 (stereo unspecified),-1
CCCCN(CC(=O)NC1CC1)S(=O)(=O)c1ccc(OCC)cc1,2
Cc1cccc(NC(=S)N/N=C/c2cccn2Cc2ccc(F)cc2)c1,7
